procasp7 counter = counter-screen for procaspase-3 activators: activators of human procaspase-7 | P55210 | recombinant procaspase-7, Ac-DEVD-pNA absorbance 405 nm; D23A/D198A/D206A triple mutant, cannot self-cleave; scale: DMSO 0, 5 µM enzyme 100 | activation, % at 8.5 µM | actives 0.093% (n = 330,000);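 active = percent activation above the screen-wide mean plus 3 SD, cut at about 25% in these data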
Target sequence (P55210 whole entry D23A/D198A/D206A): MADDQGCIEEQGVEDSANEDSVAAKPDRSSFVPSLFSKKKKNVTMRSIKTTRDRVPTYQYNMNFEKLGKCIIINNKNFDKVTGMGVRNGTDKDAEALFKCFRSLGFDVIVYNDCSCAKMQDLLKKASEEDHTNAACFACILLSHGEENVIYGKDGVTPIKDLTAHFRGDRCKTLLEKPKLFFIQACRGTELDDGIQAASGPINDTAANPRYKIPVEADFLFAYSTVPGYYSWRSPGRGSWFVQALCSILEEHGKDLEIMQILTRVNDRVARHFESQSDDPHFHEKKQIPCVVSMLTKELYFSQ
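System: Procaspase-7 triple mutant (PC-7 D3A); measure: % activation from two-timepoint absorbance difference, scaled to controls; times: 1 h compound preincubation, 2 h substrate cleavage, 25 °C; also added: Ac-DEVD-pNA substrate, 400 µM as added; measured by: Epi-absorbance of released pNA at 405 nm, two timepoints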
LAP4 TOR yeast = yeast TOR pathway LAP4-GFP modulation | S. cerevisiae LAP4-GFP multiplex, flow cytometry GFP, 3 h; median GFP as percent of DMSO wells | GFP response vs DMSO, % at 10 µM | actives 0.34% (n = 320,000);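 active = GFP response vs DMSO above a set limit, about the screen mean plus 3 SD, cut at about 150% in these data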
RPL19A-GFP yeast = yeast TOR pathway RPL19A-GFP modulation | S. cerevisiae RPL19A-GFP strain, flow cytometry, 3 h; hits give low values | percent response vs DMSO, % at 10 µM | actives 0.3% (n = 330,000) | AID 2025;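 active = percent response vs DMSO below 50%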;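 also: median channel GFP fluorescence of the barcoded RPL19A-GFP strain; ratio of sample median GFP to plate DMSO average so 100% = DMSO; lower means less RPL19A-GFP as with rapamycin TOR inhibition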
AHR activator = human AHR activation; activation, % at 5 µM; actives 2.5% (n = 320,000); P35869; AHR-responsive luciferase reporter cells, luminescence; in the data active = activation above about 47%;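 also: 0% = vehicle wells and 100% = reference agonist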
AGP1 TOR yeast = modulators of TOR pathway AGP1-GFP in S. cerevisiae. GFP response vs DMSO, % at 10 µM. actives 0.02% (n = 320,000). S. cerevisiae AGP1-GFP multiplex flow cytometry, 3 h; GFP as percent of DMSO wells. AID 2066;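 active = GFP response relative to DMSO above a set limit, near screen average plus 3 SD, cut at about 150% in these data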;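 also: median GFP channel fluorescence of the gated AGP1 strain per well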
MEP2-GFP yeast = yeast TOR pathway MEP2-GFP modulation; S. cerevisiae MEP2-GFP strain, flow cytometry GFP, 3 h; 100% = DMSO control level; GFP response vs DMSO, % at 10 µM; actives 0.51% (n = 330,000); AID 2016;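 active = GFP response versus DMSO above a set limit, roughly screen mean plus 3 SD, cut at about 180% in these data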;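 also: median GFP fluorescence of the barcode-gated MEP2-GFP cells per well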
CIT2 TOR yeast = alters CIT2-GFP fluorescence in TOR pathway yeast screen; actives 0.065% (n = 320,000); S. cerevisiae CIT2-GFP strain, flow cytometry, 3 h; 100 means same as DMSO wells; GFP response vs DMSO, % at 10 µM;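 active = GFP response relative to DMSO above a set limit, near the screen mean plus 3 SD, cut at about 150% in these data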;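 also: ratio of well median GFP fluorescence to mean of DMSO wells on the plate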
proCasp3 act = procaspase-3 (human) activation | P42574 | actives 0.11% (n = 330,000) | AID 463141 | recombinant procaspase-3 D3A, Ac-DEVD-pNA absorbance 405 nm | activation, % at 8.5 µM;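 active = activation above the mean of all tested compounds plus 3 SD, cut at about 21% in these data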;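 also: 0% = DMSO alone and 100% = DMSO wells spiked with extra 5 µM PC-3 D3A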
Target sequence (P42574 whole entry D9A/D28A/D175A): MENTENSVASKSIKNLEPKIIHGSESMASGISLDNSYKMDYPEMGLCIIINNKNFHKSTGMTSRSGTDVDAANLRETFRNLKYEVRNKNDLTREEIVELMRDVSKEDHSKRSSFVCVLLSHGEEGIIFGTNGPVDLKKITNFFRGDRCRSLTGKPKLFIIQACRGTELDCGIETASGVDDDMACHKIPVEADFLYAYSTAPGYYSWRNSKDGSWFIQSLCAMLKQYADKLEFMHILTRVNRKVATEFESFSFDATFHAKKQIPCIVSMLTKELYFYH
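material = Procaspase-3 D3A mutant | probe or stimulus = Ac-DEVD-pNA | compound = single dose, 8.5 µM nominal compound, 0.8% DMSO | timing = 1 h preincubation, 2 h reaction | measured by = 405 nm absorbance of p-nitroaniline, reads at 0 and 120 min | benchmarks = DMSO-only low control, 5 µM PC-3 D3A high control | repeats = singlicate, each compound tested once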
The depositor's hits bear a star; x = no result given. Outcome played no part in choosing rows. Share with any hit: about 3.5%.

SMILES	procasp7 counter	LAP4 TOR yeast	RPL19A-GFP yeast	AHR activator	AGP1 TOR yeast	MEP2-GFP yeast	CIT2 TOR yeast	proCasp3 act
Cc1ccc(-c2nn(-c3ccccc3)cc2C2CC(c3cccs3)=NN2C(=O)CCC(=O)O)cc1 (configuration not stated)	-31	92	100	0	101	103	101	-3
O=C(NCc1ccccc1)c1onc(CSc2ccc(Cl)cc2)c1C(=O)NCc1ccccc1	0	94	99	1	103	92	99	5
CC1CCCN(C(=O)c2ccc3c(c2)C(=O)N(CCC2=CCCCC2)C3=O)C1 (configuration not stated)	2	110	101	1	97	97	96	2
CCN(CCn1cccn1)C(=O)CC1C(=O)NCCN1Cc1cc(OC)cc(OC)c1 (configuration not stated)	2	126	120	1	116	125	111	-2
O=C(CN1CCN(Cc2ccc(F)cc2Cl)C1=O)NCCc1ccc(Cl)cc1	8	113	98	-1	92	117	101	8
CCOc1ccc(CC(=O)N/N=C(\C)c2cccnc2)cc1OCC	x	77	112	x	95	105	81	x
O=C1NC(=O)/C(=C\c2ccc(Sc3ccc(Cl)cc3)o2)N1	-7	88	x	31	91	105	105	-13
Nc1nc(Nc2ccc(Cl)cc2)nc(NCCO)c1[N+](=O)[O-]	5	111	97	111*	101	100	97	-4
O=S(=O)(Nc1ccc(O)c(CN2CCCCC2)c1)c1ccccc1	7	99	103	-4	102	98	109	2
O=C1CCCC(O)=C1N=Nc1ccc2c(c1)OCO2	-17	89	104	6	99	103	102	-5
O/N=C1\CCCc2ccc(Cl)cc21	6	88	104	31	97	104	104	2
CCCCN1C(=O)C2C(C(=O)Nc3cccc(OC)c3)C3C=CC2(O3)C1C(=O)NC1CCCCC1C (configuration not stated)	-1	98	104	1	103	100	93	2
Cc1cccc(C)c1NC(=O)CN1C(=O)CCSc2ccc(S(=O)(=O)N3CCCC3)cc21	2	90	98	1	101	93	98	5
O=C(CN1CCN(C(=O)c2cccc(F)c2)CC1)Nc1ccccc1F	2	93	90	0	88	97	98	-5
O=C(NC1CC2CCCC(C1)N2Cc1ccccc1)c1cccc(F)c1 (configuration not stated)	12	88	102	4	102	105	106	-1
COc1ccccc1NC(=O)CCN1C(=O)C2CC=C(Cl)CC2C1=O (configuration not stated)	2	109	105	3	108	111	107	-8
O=C1CCCc2c1sc1nc3n(c(=O)c21)CCCCC3	10	108	99	18	96	100	89	-1
Cc1ccc(NS(=O)(=O)c2ccc3c(c2)NC(=O)CO3)cc1Cl	0	105	95	0	98	98	100	-5
CCOCCCNC(=O)CCn1ccc2cc(S(=O)(=O)N3CCCC3)ccc21	2	86	89	-1	77	85	89	0
COc1cc(-c2nc3cc(C)ccn3c2NC2CCCCC2)ccc1-c1ccc(C(C)=O)cc1	-5	134	95	1	88	94	83	-6
CC1CCN(C(=S)NC2CC3CCC2C3)CC1 (configuration not stated)	6	93	104	-1	103	101	107	-7
Cc1cc(NC(=O)CCC(=O)N(CC(=O)NC2CCCC2)Cc2ccccc2Cl)no1	-8	100	96	0	99	105	94	5
Fc1cccc(CN2CCN(c3nc4nonc4nc3NC3CC3)CC2)c1	0	97	106	-2	101	108	104	2
COc1cc(SC)ccc1C(=O)N(Cc1ccccc1)c1ccccc1	-6	96	105	-4	102	100	95	8
Cc1ccc(C(=O)NCCCNCCCN(C)C)cn1	-1	100	99	1	102	93	102	-11
Nc1nnc(SCC(=O)Nc2ccc(N3CCOCC3)cc2)s1	3	101	95	13	105	97	97	0
CCC(C)(C)NC(=O)C(c1ccc(OC)cc1)N(CCOC)C(=O)CCC(=O)Nc1nccs1 (configuration not stated)	-7	96	107	5	103	111	101	8
c1cn(CCCNc2ncnc3sc4c(c23)CCC4)cn1	-5	88	93	128*	85	94	86	-8
COC(=O)c1nn(-c2ccc(OC)cc2)c(=O)cc1O	-16	106	99	-1	113	98	104	-5
Cc1ccc(S(=O)(=O)NC(=O)Nc2ccc(C)cn2)cc1	-9	103	104	6	92	104	90	1
CCC(C)n1c(C)nc2c(c1=O)c1nc3ccccc3nc1n2CCC1=CCCCC1 (configuration not stated)	-7	100	93	-5	91	96	89	-1
CN(CC(=O)Nc1cccc(F)c1)C(=O)c1cn(-c2ccccc2)nc1-c1ccccc1	6	109	102	1	94	104	99	1
FC(F)(F)c1ccc(C2[C@H]3CN(Cc4cccnc4)[C@H](c4ccccc4)C34CC2(c2cccnc2)C4)cc1 (some centres not stated)	2	91	100	5	83	102	76	0
Cc1ccc(S(=O)(=O)N2CCN(c3ccccc3)CC2)cc1	-2	95	106	0	101	112	101	7
Cc1cc(-c2nnc(CCC(=O)N3CCN(Cc4cccnc4)CC3)o2)c(C)o1	1	106	109	-2	114	103	111	8
CCOC(=O)Cn1cnc2c(nnn2-c2ccc(C)cc2)c1=O	13	115	103	2	103	111	102	0
COc1cc(NC(=O)c2ccco2)c(OC)cc1NC(=O)c1cc(OC)c(OC)c(OC)c1	14	99	102	8	104	104	99	-3
CC(=O)N(CC(=O)Nc1nn(-c2ccccc2)nc1C(N)=O)Cc1ccccc1	1	98	96	1	101	101	101	14
O=C(Nc1cnccn1)c1cccc(C(F)(F)F)c1	2	104	102	-2	98	108	102	4
COc1ccc(NC(=O)CSc2nc3ccsc3c(=O)n2CCCCCC(=O)O)cc1	9	104	93	-1	96	97	95	0
S=c1[nH]nc(-c2ccccc2Br)n1Cc1ccccc1	-23	90	100	-2	93	108	94	-28
COc1ccc(NC(=O)CN2C(=O)CSc3ncccc32)cc1	0	122	106	1	98	113	94	2
CC(=O)OCCNc1cc(SC(C)C)c2nonc2c1[N+](=O)[O-]	-5	89	95	2	88	96	99	0
CCc1ccc(N2CC(C(=O)OCC(=O)NC3CCS(=O)(=O)C3)CC2=O)cc1 (configuration not stated)	15	100	95	-1	94	103	98	5
Cc1cc(C)c(/C=C(\C#N)S(=O)(=O)c2ccccc2)[nH]1	0	124	99	0	107	107	94	0
C=CCn1c(SCC(=O)Nc2ccc3c(c2)OCCO3)nnc1-c1ccco1	10	91	93	-3	92	90	93	9
COc1ccc(/C(O)=C2/C(=O)C(=O)N(CCN(C)C)C2c2cccnc2)cc1C (configuration not stated)	4	93	89	3	89	83	87	0
CCOc1ccc(C(=O)Nc2ccccc2N2CCCC2)cc1	-13	116	98	4	100	103	108	6
O=[N+]([O-])c1ccc(Oc2cc(NC3CCCCCCC3)c([N+](=O)[O-])cc2[N+](=O)[O-])cc1	-1	123	104	-2	90	92	113	1
Cc1cc(C)cc(NS(=O)(=O)c2c(C(=O)N3CCOCC3)c(C)n(C)c2C)c1	-7	86	94	1	93	88	97	1

19 compounds from above, sorted by formula weight, falling.
SMILES	procasp7 counter	LAP4 TOR yeast	RPL19A-GFP yeast	AHR activator	AGP1 TOR yeast	MEP2-GFP yeast	CIT2 TOR yeast	proCasp3 act
FC(F)(F)c1ccc(C2[C@H]3CN(Cc4cccnc4)[C@H](c4ccccc4)C34CC2(c2cccnc2)C4)cc1 (some centres not stated)	2	91	100	5	83	102	76	0
O=C(NCc1ccccc1)c1onc(CSc2ccc(Cl)cc2)c1C(=O)NCc1ccccc1	0	94	99	1	103	92	99	5
Cc1cc(NC(=O)CCC(=O)N(CC(=O)NC2CCCC2)Cc2ccccc2Cl)no1	-8	100	96	0	99	105	94	5
O=[N+]([O-])c1ccc(Oc2cc(NC3CCCCCCC3)c([N+](=O)[O-])cc2[N+](=O)[O-])cc1	-1	123	104	-2	90	92	113	1
CN(CC(=O)Nc1cccc(F)c1)C(=O)c1cn(-c2ccccc2)nc1-c1ccccc1	6	109	102	1	94	104	99	1
CCC(C)n1c(C)nc2c(c1=O)c1nc3ccccc3nc1n2CCC1=CCCCC1 (configuration not stated)	-7	100	93	-5	91	96	89	-1
Cc1cc(C)cc(NS(=O)(=O)c2c(C(=O)N3CCOCC3)c(C)n(C)c2C)c1	-7	86	94	1	93	88	97	1
C=CCn1c(SCC(=O)Nc2ccc3c(c2)OCCO3)nnc1-c1ccco1	10	91	93	-3	92	90	93	9
CC1CCCN(C(=O)c2ccc3c(c2)C(=O)N(CCC2=CCCCC2)C3=O)C1 (configuration not stated)	2	110	101	1	97	97	96	2
Fc1cccc(CN2CCN(c3nc4nonc4nc3NC3CC3)CC2)c1	0	97	106	-2	101	108	104	2
COc1ccccc1NC(=O)CCN1C(=O)C2CC=C(Cl)CC2C1=O (configuration not stated)	2	109	105	3	108	111	107	-8
O=C(CN1CCN(C(=O)c2cccc(F)c2)CC1)Nc1ccccc1F	2	93	90	0	88	97	98	-5
O=C(NC1CC2CCCC(C1)N2Cc1ccccc1)c1cccc(F)c1 (configuration not stated)	12	88	102	4	102	105	106	-1
Nc1nc(Nc2ccc(Cl)cc2)nc(NCCO)c1[N+](=O)[O-]	5	111	97	111*	101	100	97	-4
Cc1ccc(S(=O)(=O)NC(=O)Nc2ccc(C)cn2)cc1	-9	103	104	6	92	104	90	1
c1cn(CCCNc2ncnc3sc4c(c23)CCC4)cn1	-5	88	93	128*	85	94	86	-8
Cc1ccc(C(=O)NCCCNCCCN(C)C)cn1	-1	100	99	1	102	93	102	-11
COC(=O)c1nn(-c2ccc(OC)cc2)c(=O)cc1O	-16	106	99	-1	113	98	104	-5
CC1CCN(C(=S)NC2CC3CCC2C3)CC1 (configuration not stated)	6	93	104	-1	103	101	107	-7

(cont.)
SMILES	procasp7 counter	LAP4 TOR yeast	RPL19A-GFP yeast	AHR activator	AGP1 TOR yeast	MEP2-GFP yeast	CIT2 TOR yeast	proCasp3 act
O=C(CN1C(=O)NC(Cc2ccccc2)C1=O)Nc1ccc(F)c(Cl)c1 (configuration not stated)	3	95	97	-1	98	97	100	3
CCn1c(C(Cc2ccccc2)NC(=O)COC)nc2ccccc21 (configuration not stated)	-3	93	97	2	100	94	99	-2
COc1ccc(C2CC(c3ccccc3O)=NN2c2ccccc2)cc1 (configuration not stated)	-2	98	92	1	96	94	91	-6
Cc1noc(C)c1C(=O)OCC(=O)NC1CC1	14	99	96	0	98	99	101	-3
O=C(NCc1cccnc1)c1cc2nc(-c3cccs3)cc(C(F)(F)Cl)n2n1	-4	104	101	0	102	103	105	-6
COc1ccc(C(=O)N/N=C/c2ccc(OC)c(COc3c(F)c(F)cc(F)c3F)c2)cc1	x	70	111	x	98	100	96	x
CC(=O)Nc1ccc(NC(=O)c2ccc(NS(=O)(=O)c3cc(C(C)(C)C)ccc3C)cc2)cc1	5	90	101	3	99	103	104	-1
COc1ccc(OC)c(NC(=O)c2csc(Cl)c2OC)c1	-2	114	103	42	86	103	102	6
Cc1ccc2oc(C(=O)N(Cc3ccncc3)CC3CCCO3)c(C)c2c1 (configuration not stated)	9	85	94	13	93	91	94	6
O=C(Nc1nnc(C2CC2)s1)C1Cc2ccccc2CN1S(=O)(=O)c1ccccc1F (configuration not stated)	10	110	100	-1	105	103	92	-3
CN(C)c1ccc(/C=N/NC(=O)CSc2ccccn2)cc1	0	99	90	10	98	91	97	10

Source: PubChem BioAssay
